PI5P4Ka inh: qHTS for Inhibitors of phosphatidylinositol 5-phosphate 4-kinase (PI5P4K) | Phosphatidylinositol 5-phosphate 4-kinase type-2 alpha (Homo sapiens), P48426 | PI5P4Kalpha enzyme, ADP-Glo luminescence, 60 min; active compounds read low | AID 652105, 2013 | 1.2% of 330,000 active | max response, %; active means max response of -50% or lower; inconclusive means between -30% and -50%; inactive means -30% or higher; further: value at the top dose of about 77 µM; on the % scale 0 is the no-effect control and ±100 the full control effect
Target sequence (P48426 whole entry, looked up): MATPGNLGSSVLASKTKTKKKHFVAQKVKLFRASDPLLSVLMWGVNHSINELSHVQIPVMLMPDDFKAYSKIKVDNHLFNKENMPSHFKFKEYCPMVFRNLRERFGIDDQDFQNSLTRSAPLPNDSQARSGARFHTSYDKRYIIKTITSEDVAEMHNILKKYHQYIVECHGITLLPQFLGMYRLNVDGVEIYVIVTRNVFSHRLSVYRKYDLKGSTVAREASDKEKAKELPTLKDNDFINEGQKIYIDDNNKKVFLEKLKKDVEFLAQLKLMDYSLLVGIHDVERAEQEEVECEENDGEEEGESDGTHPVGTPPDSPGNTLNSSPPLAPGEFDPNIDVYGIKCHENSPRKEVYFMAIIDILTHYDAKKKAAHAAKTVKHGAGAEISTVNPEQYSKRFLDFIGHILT
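Reactions run in 0.038 M HEPES pH 7.4, 0.28 mM EGTA, 0.1% CHAPS and 5% DMSO, with PI5P4Kalpha, substrate, compound and 5 microM ATP final, one hour at room temperature. Readout is ADP-Glo luminescence.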
PLK1 PBD inh: qHTS for Inhibitors of PLK1-PDB (polo-like kinase 1 - polo-box domain): Primary Screen; Serine/threonine-protein kinase PLK1 (Homo sapiens), P53350; Plk1 PBD binding of FITC phosphopeptide, fluorescence polarization; Potency, µM, inactives show max response, negative = inhibition, hits mostly inhibitors; 2.8% of 360,000 active; further: potency means the concentration at half of the fitted maximal effect; series mostly up to about 57 µM; on the % scale 0 is the no-effect control and ±100 the full control effect; nearly all actives have a fitted effect of over 65% in size
EPAC1 agonist: qHTS for Agonist of cAMP-regulated guanine nucleotide exchange factor 3 (EPAC1): primary screen; Rap guanine nucleotide exchange factor 3 (Homo sapiens), O95398; EPAC1 agonist qHTS, biochemical assay; response scale: 100% = response to 6.5 mM cAMP; Potency, µM (series often up to 154 µM), for the others: at the highest dose activation, actives largely listed as activators; 0.073% of 360,000 active; AID 720707, 2013; further: potency means the concentration at half of the fitted maximal effect; nearly all actives have a fitted effect of over 60% in size
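EPAC1 100 nM, Rap1B–BODIPY-GDP 250 nM, unlabeled GDP 50 uM; compound titration; 5 min RT; kinetic read ex480/em540 at 5-min intervals ×30 min; data normalized to 6.5 mM cAMP agonist control.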
IL-2 act: qHTS of IL-2 Activators | IL-2 activation reporter assay, cell-based qHTS; stimulated with anti-CD3/CD4/CD28 beads; in transgenic mouse T cells | activation, % (series mostly up to about 46 µM) | 0.065% of 360,000 active; in the data active means activation above about 50%; inconclusive means mostly about 30% to 49%; further: 0% is about no effect
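EGFP and DsRed fluorescence is measured by plate cytometry in unstimulated transgenic mouse T cells exposed to compound for 60 minutes, then stimulated 18 hours at 37 degrees C with anti-CD3/anti-CD4 beads plus anti-CD28.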
GLP1R ag: qHTS of GLP-1 Receptor Agonists; Glucagon-like peptide 1 receptor (Homo sapiens), P43220; HEK293 GLP-1R CRE-luciferase, luminescence, 4-6 h; cells express a hypersensitive GLP-1R form; Potency, µM (titrated, usually from 45.6 µM), inactives show top-dose activation, hits mostly activators; 0.007% of 380,000 active; AID 624172, 2012; further: potency means the concentration at half of the fitted maximal effect; % of control where 0% means no effect
Target sequence (P43220 whole entry, looked up): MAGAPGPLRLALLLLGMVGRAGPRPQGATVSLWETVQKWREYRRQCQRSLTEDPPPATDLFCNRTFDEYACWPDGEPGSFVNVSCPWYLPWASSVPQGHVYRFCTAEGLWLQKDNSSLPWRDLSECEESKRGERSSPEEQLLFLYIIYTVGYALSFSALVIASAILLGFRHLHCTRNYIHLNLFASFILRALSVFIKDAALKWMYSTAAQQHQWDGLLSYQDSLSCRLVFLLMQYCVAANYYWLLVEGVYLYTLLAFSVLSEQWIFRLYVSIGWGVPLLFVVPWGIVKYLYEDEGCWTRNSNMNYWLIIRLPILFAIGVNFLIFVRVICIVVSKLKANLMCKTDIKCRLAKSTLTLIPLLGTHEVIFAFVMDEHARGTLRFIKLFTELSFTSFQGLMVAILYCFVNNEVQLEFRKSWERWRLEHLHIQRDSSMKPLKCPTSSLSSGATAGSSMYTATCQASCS
GLP1R inv ag: qHTS of GLP-1 Receptor Inverse Agonists (Inhibition Mode); Potency, µM (top dose mostly 38.3 µM), inactives show at the highest dose activity change, negative = inhibition, hits mostly inhibitors; Glucagon-like peptide 1 receptor (Homo sapiens), P43220; 1.6% of 410,000 active; HEK293 GLP-1R CRE-luciferase, luminescence, 24 h; GLP-1R form is constitutively active; further: potency means the concentration at half of the fitted maximal effect; on the % scale 0 is the no-effect control and ±100 the full control effect; nearly all actives have a fitted effect of over 55% in size
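Constitutively active GLP-1R drives a cAMP-responsive luciferase in stably transfected HEK293 cells; test compounds are added after overnight (12 h) attachment and left 24 hr, and signal loss in luminescence marks inhibition.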
PTHR1 ag: qHTS for PTHR1 Agonists: Primary Screen | HEK293 GP2 PTHR1 cells, GloSensor cAMP luminescence, 1 h | Potency, µM (doses to about 115 µM), inactives show at the top dose activation, most hits filed as activators | 0.075% of 410,000 active | Parathyroid hormone/parathyroid hormone-related peptide receptor (Homo sapiens), Q03431; further: potency means the concentration at half of the fitted maximal effect; nearly all actives have a fitted effect of over 55% in size; some results filed as inactive show a strong effect at the top dose; inactives centre near -15; many of its hits are not listed in these tables
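HEK-293-derived GP2 cells expressing PTHR1 and a GloSensor cAMP reporter, 3,000/well, plated overnight, given luciferin plus IBMX (each 0.5 mM as added) for 1 h at 37 °C, then compound for 1 h at 37 °C. Luminescence was read after 15 min at room temperature.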
GLP1R cytotox: qHTS of GLP-1 Receptor Inverse Agonists: Cytotox Screen; AID 624418, 2012; Potency, µM (titrated, usually from 38.3 µM), for the others: at the highest dose activity change, negative = inhibition, hits mostly inhibitors; 0.13% of 410,000 active; HEK293 cAMP-luciferase reporter cells, luminescence, 24 h;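 further: loss of luciferase light is scored as toxicity; potency means the concentration at half of the fitted maximal effect; on the % scale 0 is the no-effect control and ±100 the full control effect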
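A 23 nL compound transfer followed 12 hours of cell culture at 37 deg C; exposure then lasted 24 hr. Luciferase assay detection reagent was dispensed and plates read for luminescence after a 12 min room-temperature wait.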
EPAC1 antag: qHTS for Antagonist of cAMP-regulated guanine nucleotide exchange factor 3 (EPAC1): primary screen; Rap guanine nucleotide exchange factor 3 (Homo sapiens), O95398; EPAC1 GEF assay, Rap1b-BODIPY-GDP exchange fluorescence; Potency, µM (doses to about 115 µM), without a hit: at the highest dose activity change, negative = inhibition, actives largely listed as inhibitors; 0.14% of 360,000 active; AID 720709, 2013;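 further: potency means the concentration at half of the fitted maximal effect; plate controls were vehicle for no effect and positive control for full effect; nearly all actives have a fitted effect of over 50% in size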
The depositor's hits bear a star; i = inactive; u = inconclusive; x = not tested or not shown; [ ] = dose if it differs, or a comment. Unless noted, the call rests on the fitted dose curve; in most records, active means well fitted curve in the direction sought with a large enough effect; inconclusive means small, poorly fitted or top-dose-only effect, or another doubt; inactive means no such curve, though single readings can be large; an effect the other way counts as inactive or inconclusive. Some of the compounds tested; rates above refer to the full screens.

SMILES	PI5P4Ka inh	PLK1 PBD inh	EPAC1 agonist	IL-2 act	GLP1R ag	GLP1R inv ag	PTHR1 ag	GLP1R cytotox	EPAC1 antag
CC(Cc1cccs1)NC(=O)c1cccs1 (configuration not stated)	-2	-21%	-3%	-0.3	11%	-8%	i	-6%	-12%
COC(=O)c1ccc(/C=N/N2CCN(Cc3ccc(Cl)cc3)CC2)cc1	-2	-8%	4%	-0.4	1%	4%	-61%[inhibitor]	10%	-34%
Cc1ccc(OCC(=O)OC(C)C(=O)NC2CCCCC2C)cc1C (configuration not stated)	5	-3%	-7%	-2.2	-1%	5%	7%	4%	-9%
Cc1cc(OC(=O)c2ccco2)c2c(C)cc(=O)oc2c1	x	-9%	5%	-1.0	13%	2%	-10%[57.5 µM]	17%	11%
COC(=O)c1[nH]c2cc(OC)ccc2c1NC(=O)CCN1CCSCC1	1	-6%	3%	4.5	1%	6%	i	-12%	1%
COc1ccc(C(=O)CCC(=O)N2CCN(c3ccc(N4CCOCC4)nn3)CC2)cc1	-2	-4%	2%	-1.5	2%	14%	i	2%	-9%
O=C(CN1CCN(c2ccccc2)CC1)N/N=C/c1cccc(F)c1	-5	-1%	-8%	0.0	-3%	-4%	i	-10%	-15%
C=CCN(C(=O)c1ccccc1)c1ccc(OC)cc1	-1	-5%	4%	-3.5	7%	u	-29%	-29%	11%
CCN(CC)S(=O)(=O)c1cc(C(=O)Nc2ccccc2C(=O)O)ccc1OC	x	-2%	0%	-1.7	1%	7%	-8%[57.5 µM]	8%	12%
COc1ccc(-n2cc(CN(C)Cc3n[nH]c(=O)[nH]3)c(-c3cccc(F)c3)n2)cc1	8	-5%	-8%	-3.7	12%	6%	i	25%	6%
Cc1ccc2nc(Cl)c(-c3ccccc3)cc2c1	23	-3%	-6%	-5.0	-3%	-10%	-14%	10%	0%
CCC(CO)Oc1cc(NC(=O)c2ccc([N+](=O)[O-])cc2)c2ncn(C(C)C)c2c1 (configuration not stated)	-8	-19%	-24%	-2.0	-4%	3%	-12%	6%	5%
Cc1noc(C)c1C(=O)N(CC(C)C)c1nc2ccccc2s1	20	-9%	8%	0.0	16%	2%	i	-8%	-6%
CCN(CC)C(=O)NC(c1ccc(C)c(F)c1)C(Cl)(Cl)Cl (configuration not stated)	2	-1%	-8%	0.3	8%	u	-38%[inhibitor]	-5%	2%
COc1ccc(CCNC(=O)Cn2cnc3c(cnn3-c3ccccc3Cl)c2=O)cc1OC	x	-7%	1%	-0.4	-12%	3%	23%[57.5 µM]	-23%	15%
CCOc1ccc(N(CC(N)=O)S(=O)(=O)c2ccc(F)cc2)cc1	-2	-4%	-6%	-0.6	-5%	1%	i	0%	-11%
Fc1ccccc1CSc1ncnc2c1ncn2C1CCCCO1 (configuration not stated)	0	-1%	-1%	-0.5	15%	u	-26%	10%	-23%
COC(C[C@H](O)C[C@H](O)[C@H](C)OCc1ccccc1)OC	-1	-4%	1%	0.6	5%	1%	i	4%	2%
COc1ccccc1N1C(=O)CSC1=NC(=O)c1ccccc1	-10	-1%	-12%	0.8	-6%	8%	i	1%	5%
COc1ccc(CC(=O)NCCCc2ccccc2)cc1OC	0	1%	7%	-0.9	5%	-14%	i	22%	2%
COc1ccccc1NC(=O)Cc1noc(CSc2cccc[n+]2[O-])n1	-6	-4%	-5%	-2.8	0%	-20%	i	-22%	7%
CN(C)S(=O)(=O)c1ccc(N/C=C(\[N+](=O)[O-])S(=O)(=O)c2ccccc2)cc1	-4	-29%	2%	-1.5	-2%	11%	i	-2%	-11%
COc1cccc(CN2CCN(Cc3cccn3-c3cccnc3)CC2CCO)c1 (configuration not stated)	-3	-12%	-6%	0.1	-2%	-20%	i	2%	-2%
CCOC(=O)C1CCN(S(=O)(=O)c2c(C)noc2C)CC1	7	6%	-11%	0.2	-1%	4%	i	-2%	16%
CC1CCCCN1C(=O)CN1C(=O)CN(C)C(=O)c2ccccc21 (configuration not stated)	0	1%	5%	-2.2	4%	8%	i	-1%	1%
CCC(C)c1ccccc1NC(=O)C(C)N(C)Cc1cccc(OC)c1 (configuration not stated)	7	2%	7%	-1.5	11%	u	-31%[inhibitor]	6%	-16%
CCN(CC)CCn1c2ccccc2c2cnc(N)c(C#N)c21	1	-8%	6%	-7.7	-10%	-7%	-9%	u	-23%
CCOC(=O)CNC(=O)COc1ccc(Cl)cc1Br	x	-5%	1%	0.6	8%	-1%	17%[57.5 µM]	3%	7%
CCOC(=O)N1CCC(Nc2c(NCCCN(CC)c3cccc(C)c3)c(=O)c2=O)CC1	2	-13%	-11%	-1.6	3%	u	8%	0%	5%
O=c1[nH]c(Cc2ccc(F)cc2)nc2scc(-c3ccc(F)cc3)c12	1	6µM*	-3%	-0.2	2%	-16%	-17%	-8%	-6%
CCOc1ccc(C(=O)COC(=O)Cn2cnc3c2c(=O)n(C)c(=O)n3C)cc1	3	-12%	13%	0.0	-4%	3%	u	7%	-8%
CN1C(C)(C)CC(NC(=O)CCC(=O)NC2CC(C)(C)N(C)C(C)(C)C2)CC1(C)C	2	-8%	5%	-4.1	4%	-4%	6%	0%	-2%
Cc1nnc(SCC(=O)Nc2ccccc2NC(=O)CSc2nnc(C)s2)s1	-12	-5%	3%	-3.5	3%	14%	-23%	4%	-15%
COc1ccc(NS(=O)(=O)c2cccc(C(=O)NN=Cc3ccc(OC)c(O)c3)c2)cc1	-8	-7%	2%	0.7	0%	-15%	-24%	-5%	-17%
O=S(=O)(O)c1nc2ccccc2[nH]1	1	-14%	-2%	-0.2	11%	9%	-24%	4%	-22%
O=C(O)c1ccc(NC(=O)c2cn(-c3ccccc3)nc2-c2ccc(Cl)cc2)cc1	13	27µM*	1%	1.4	3%	u	-34%[inhibitor]	5%	-20%
CC(=O)c1cc(CN2CCC(N3CCC(C(=O)N4CCCC4)CC3)CC2)cs1	15	-4%	-9%	0.5	4%	-15%	i	-10%	-11%
COc1cc(/C=C(/C#N)C(=O)Nc2cc(C(F)(F)F)ccc2Cl)ccc1OCC(=O)Nc1cccc(C(F)(F)F)c1	-5	-11%	3%	0.1	12%	9%	-10%	18%	23%
CCOc1cccc2c1OC1(C)CC2NC(=O)N1Cc1ccccc1 (configuration not stated)	1	-16%	10%	-1.9	-3%	-11%	-5%	7%	u
COc1ccc(NC(=O)Cn2nc(C(F)(F)F)c3c2CCCC3)c(OC)c1	3	1%	-12%	12	3%	0%	-7%[57.5 µM]	0%	-2%
CSc1ccccc1NC(=O)Nc1cccc(Cl)c1Cl	x	-10%	-6%	2.0	-11%	3%	-9%[57.5 µM]	12%	8%
CC(=O)Nc1cccc(NC(=O)CSc2nnc(Cc3cccn3C)n2-c2ccc(F)cc2)c1	x	-2%	3%	-0.6	-8%	0%	i	-14%	-6%
COc1cccc(C(=O)NCCC2=CCCCC2)c1	2	-4%	4%	0.0	-13%	u	-25%	3%	-12%
c1ccc(-n2cnc3ccccc32)cc1	3	1%	2%	-0.5	-6%	-26%	-17%	-29%	1%
CC1=CN2C(=NC(=O)CC2(C)C(=O)N(CC(=O)NC2CCCC2)c2ccccc2C)C=C1 (configuration not stated)	1	-19%	3%	-0.1	-3%	-9%	i	-19%	1%
Cc1cccc(N2CCN(C(=O)CCCn3c(=S)[nH]c4cc5c(cc4c3=O)OCO5)CC2)c1C	12	-3%	4%	-0.2	1%	u	-7%	-4%	-3%
CCCn1ncc(CN2CCC(C(=O)Nc3cccc(-c4cccc(F)c4)c3)CC2)c1C	1	11%	4%	-3.0	-2%	u	1%	u	6%
CCn1c(SCC(=O)Nc2ccc(OC)c(OC)c2)nc2c(c1=O)SCC2	-8	-6%	15%	0.1	16%	52%[activator]	i	-6%	-6%

Brought forward from above: 3 compounds, followed by the next part.
SMILES	PI5P4Ka inh	PLK1 PBD inh	EPAC1 agonist	IL-2 act	GLP1R ag	GLP1R inv ag	PTHR1 ag	GLP1R cytotox	EPAC1 antag
Cc1cccc(N2CCN(C(=O)CCCn3c(=S)[nH]c4cc5c(cc4c3=O)OCO5)CC2)c1C	12	-3%	4%	-0.2	1%	u	-7%	-4%	-3%
CCCn1ncc(CN2CCC(C(=O)Nc3cccc(-c4cccc(F)c4)c3)CC2)c1C	1	11%	4%	-3.0	-2%	u	1%	u	6%
CCn1c(SCC(=O)Nc2ccc(OC)c(OC)c2)nc2c(c1=O)SCC2	-8	-6%	15%	0.1	16%	52%[activator]	i	-6%	-6%
COc1cccc(-c2ncc3ccccc3c2COC(=O)c2ccc(C(C)(C)C)cc2)c1	18	-5%	-2%	-1.8	18%	u	i	14%	-19%
CCOc1ccc2nc(NC(=O)CN3C(=O)NC4(CCCC4)C3=O)sc2c1	-6	-12%	4%	-5.2	-3%	-27%	17%	1%	5%
COc1ccc(-c2c(C(C)=O)c(C)nc3sc4c(=O)[nH]nnc4c23)cc1	0	-15%	9%	-1.5	9%	21%	u	15%	-10%
Cc1ccc(SCCC(=O)OCn2nnc3ccccc3c2=O)cc1	-2	-3%	20%	0.4	4%	1%	2%	-6%	-11%
COc1ccc(/C=N/NC(=O)Nc2cccc3nsnc23)cc1	4	24µM*	-11%	0.6	9%	-8%	i	1%	6%
COC(=O)CSc1nnc(-c2ccccn2)n1Cc1ccco1	-5	4%	7%	1.0	-6%	-8%	i	2%[1.53 µM]	19%
